BoNT-F LC inh – BoNT/F light chain protease inhibitors, primary screen, biochemical, flow cytometry, MLPCN library; Botulinum neurotoxin type F light chain protease (Clostridium botulinum); inhibition, % at 10 µM; hit rate 0.22% among 360,000; Multiplex microsphere protease cleavage assay; AID 588497, 2011; in the data active = inhibition above about 35%, passing the limit was not always enough; inconclusive = no clear call, values can overlap the other calls; also: plate controls were buffer without enzyme for full effect and enzyme alone for no effect
MazF activator – activators of E. coli MazEF toxin-antitoxin RNase, primary screen, biochemical, fluorescence, uHTS | FAM/BHQ RNA-DNA oligo cleavage fluorescence, 5 h | activation, % at 20 µM | hit rate 0.32% among 350,000; in the data active = activation above about 50%
Target sequence (P0AE70 whole entry, looked up): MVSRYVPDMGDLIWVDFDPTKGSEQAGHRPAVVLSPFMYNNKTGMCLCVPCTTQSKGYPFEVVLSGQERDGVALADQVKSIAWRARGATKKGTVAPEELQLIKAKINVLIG
Anthrax LF inh2 – Bacillus anthracis LF protease inhibitors, primary screen, biochemical, multiplex microsphere, MLPCN library; inhibition, % at 10 µM; Lethal factor (Bacillus anthracis), P15917; multiplex microsphere protease cleavage assay; AID 588501, 2011; hit rate 0.12% among 360,000; also: plate controls were buffer without enzyme for full effect and enzyme alone for no effect
DUSP3 inh – VHR1 phosphatase inhibitors, primary screen, biochemical, absorbance, uHTS; recombinant VHR phosphatase, pNPP absorbance; inhibition, % at 13.3 µM; hit rate 0.52% among 290,000; in the data active = inhibition above about 50%; also: some compounds called inactive have numbers as strong as hits
Target sequence (P51452 whole entry, looked up): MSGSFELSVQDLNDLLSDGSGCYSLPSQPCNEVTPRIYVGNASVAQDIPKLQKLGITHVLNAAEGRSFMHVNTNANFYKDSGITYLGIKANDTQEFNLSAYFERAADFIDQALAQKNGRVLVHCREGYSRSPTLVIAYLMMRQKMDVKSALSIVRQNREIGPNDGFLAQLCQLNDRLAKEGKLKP
PriA SSB inh – inhibitors of Klebsiella pneumoniae PriA binding to SSB C-terminal tail, primary screen, biochemical, AlphaScreen; PriA–SSB C-terminal tail interaction (Klebsiella pneumoniae); AlphaScreen SSBct-PriA binding, biotinylated peptide; inhibition, % at 33 µM; hit rate 0.6% among 430,000; in the data active = inhibition mostly above about 37%, no sharp cut-off; inactive = mostly below about 20%;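 also: plate controls were negative control peptide for no effect and reference peptide for full effect; strong numbers were not always called active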
PrPC surface inh – inhibitors of human cell surface prion protein PrPC, primary screen, cell-based, TR-FRET; Major prion protein (Homo sapiens), P04156; TR-FRET read-out; inhibition, % at 13.8 µM; hit rate 0.43% among 370,000; AID 720596, 2013; in the data active = inhibition above about 24%; also: 0% = median of the test wells and 100% = reference compound wells
CCHF vOTU inh – CCHFV vOTU protease inhibitors, primary screen, biochemical, Pep-AMC substrate, fluorescence; Crimean-Congo hemorrhagic fever virus L polyprotein viral ovarian tumor (vOTU) protease …; hit rate 0.55% among 370,000; inhibition, % at 11.5 µM; in the data active = inhibition above about 30%; also: 0% = vehicle wells with enzyme and 100% = no enzyme wells
Rv3671c inh – Rv3671c serine protease inhibitors, primary screen, biochemical, fluorescence polarization, M. tuberculosis H37Rv | P9WHR9 | inhibition, % at 5.96 µM | hit rate 0.048% among 320,000; in the data active = inhibition above about 38%;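 also: extracellular domain of Rv3671c used as enzyme; 0% = enzyme with DMSO and 100% = no enzyme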
Target sequence (P9WHR9 whole entry, looked up, the tested form may be a part): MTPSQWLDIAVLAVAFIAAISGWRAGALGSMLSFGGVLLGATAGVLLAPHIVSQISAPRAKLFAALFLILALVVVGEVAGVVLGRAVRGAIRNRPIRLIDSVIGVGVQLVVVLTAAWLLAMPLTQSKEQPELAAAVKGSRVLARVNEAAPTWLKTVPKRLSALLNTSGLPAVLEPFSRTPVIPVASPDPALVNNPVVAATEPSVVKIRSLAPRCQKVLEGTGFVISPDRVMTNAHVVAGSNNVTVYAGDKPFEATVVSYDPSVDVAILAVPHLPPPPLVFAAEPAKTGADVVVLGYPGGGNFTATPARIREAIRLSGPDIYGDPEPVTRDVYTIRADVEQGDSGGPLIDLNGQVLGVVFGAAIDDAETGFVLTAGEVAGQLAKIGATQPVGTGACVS
BoNT A protease – BoNT/A light chain protease inhibitors, primary screen, biochemical, flow cytometry, MLPCN library; multiplex microsphere protease substrate cleavage; hit rate 0.17% among 360,000; AID 588499, 2011; inhibition, % at 10 µM; Botulinum neurotoxin type A light chain protease (Clostridium botulinum A str. ATCC 3502); also: plate controls were buffer without enzyme for full effect and enzyme alone for no effect
SARS 3CLpro inh – SARS-CoV 3CLpro protease inhibitors, primary screen, biochemical, quenched FRET; recombinant SARS-CoV 3CLpro, quenched FRET peptide cleavage; inhibition, % at 6 µM; hit rate 0.14% among 290,000; AID 1706, 2009; in the data active = inhibition above about 12%
* marks the source's active call; other numbers are inactive results; ? = inconclusive; nt = no result given. Rule as the data show it, unless noted: active = inhibition above about 30%; inconclusive = no clear call, values can overlap the other calls; inactive = below that. These rows are one share of the data. The share of hits here may be higher or lower than overall.

canonical_smiles	BoNT-F LC inh	MazF activator	Anthrax LF inh2	DUSP3 inh	PriA SSB inh	PrPC surface inh	CCHF vOTU inh	Rv3671c inh	BoNT A protease	SARS 3CLpro inh
O=C(c1ccc2c(c1)N(Cc1cccc(Cl)c1)C(=O)c1ccccc1S2(=O)=O)N1CCN(c2ccccn2)CC1	-4	-3	-1	12	-2	-2	7	-6	0.4	2
Cn1cnc2c1c(=O)n(Cc1cccc(Br)c1)c(=O)n2C	0	1	-9	7	-4	0	-8	0	-0.2	-2
CC(=O)c1ccc(S(=O)(=O)NCCC(=O)OCC(=O)N2CCCC2=O)cc1	3	-17	1	nt	-12	7	22	9	-0.4	nt
c1cncc(CNc2ncnc3ccc(-c4cccnc4)cc23)c1	1	12	-7	nt	-6	-3	6	4	-0.5	nt
O=C(Nc1cccc(F)c1)N1CC=C(c2ccc(Cl)cc2)CC1	-1	-2	3	-16	0	-1	4	-20	0.9	-1
CSc1cccc(NC(=S)N2CCC(c3ccccc3)C2)c1 (centres undefined)	0	13	-7	4	1	5	-9	-4	-2.8	-2
Cc1ccccc1NC(=O)NNC(=O)c1ccc2ccccc2c1O	-6	10	-1	28	3	2	-34	20	-2.8	5
O=C(c1c[nH]c2ccc(F)cc2c1=O)N1CCCCCC1	0	2	0	0	-5	1	1	6	0.3	2
CCOC(=O)c1cnc2c(Cl)cccc2c1NCCCN1CCOCC1	?	7	-13	1	-19	1	2	0	-1.0	-5
CN(CC(=O)Nc1c(Cl)cccc1Cl)C(=O)CC1OC(=O)c2ccccc21 (centres undefined)	0	7	3	nt	-4	-2	-3	3	-0.8	nt
CN(C)CCC(O)(c1ccccc1)c1ccccc1	-6	1	0	4	0	nt	nt	5	-0.9	7
OCCC1CN(Cc2ccccc2O)CCN1CCc1ccccc1 (centres undefined)	-5	3	-2	34	-8	-5	4	-17	0.5	5
Cc1cc(C(=O)Nc2ccc(Br)cc2F)n(-c2ccccc2)n1	0	2	-4	58*	-4	-2	-9	-9	2.1	-4
CC(C)(C(=O)N1CCC1(C)C(=O)NS(=O)(=O)c1ccc(Br)cc1)c1ccccc1 (centres undefined)	-3	nt	-8	nt	nt	3	1	nt	0.3	nt
Cc1cccc(-n2c(N)cc(=O)[nH]c2=S)c1	-9	5	1	4	-6	-1	-6	-3	-0.4	-2
Cc1ccc(-c2nn(-c3ccccc3)cc2CC(=S)N2CCOCC2)cc1	15	-1	-4	11	-4	3	4	-5	1.0	-4
Cn1c2ccc(F)cc2c2nnc(SCCN3CCCCC3)nc21	-11	13	1	-10	8	-12	6	nt	-1.2	-4
COC(=O)C1CCN(C(=O)c2ccccc2NC(C)=O)CC1	4	1	-5	3	1	-3	1	-18	0.1	-1
COc1ccccc1NC(=O)c1nc(S(=O)(=O)Cc2ccccc2)ncc1Cl	5	23	0	1	1	-7	14	-11	3.5	1
O=C(Oc1cccc2c(O)cccc12)c1ccccc1Cl	?	6	-4	nt	1	-8	16	nt	1.7	nt
Cc1ccc(C(c2nnnn2CC2CCCO2)N2CCN(c3cccc(C)c3C)CC2)cc1 (centres undefined)	7	7	-11	-5	-4	-1	5	-1	-0.2	0
O=C(NC(=S)Nc1ccccc1N1CCCC1)c1ccc([N+](=O)[O-])cc1	-25	5	-4	4	70*	-12	14	5	-3.4	0
Cc1cccc(NS(=O)(=O)c2ccc(NC(=O)CN(c3cc([N+](=O)[O-])ccc3C)S(C)(=O)=O)cc2)c1	-3	5	-4	-11	-3	8	-4	-129	-0.2	5
CC(C)COC(=O)N1CCCCC1c1cc(C(=O)N2CCOCC2)no1 (centres undefined)	10	nt	-2	nt	nt	8	0	nt	0.7	nt
O=C(Nc1ccc2c(c1)oc1ccccc12)c1cccnc1	-10	-2	0	10	-12	5	-3	-3	-1.0	7
O=C(c1ccc(C(F)(F)F)cc1)C1CCCN(C(=O)Cn2cnnn2)C1 (centres undefined)	-4	4	-2	2	-3	-4	-6	-10	-0.5	2
O=C(c1ccc2c(=O)n(C3CCCC3)c(=S)[nH]c2c1)N1CCc2ccccc21	-6	-35	-1	10	0	4	-4	-4	-0.4	-3
CC(C)c1[nH]nc2c1C(c1ccc(OC(=O)c3ccco3)cc1)C(C#N)=C(N)O2 (centres undefined)	1	1	-2	38	20	-1	13	-6	-1.4	1
C=CC[C@H](CC(=O)NCCO)C(=O)N[C@@H](COC(=O)[C@@H](CC=C)Cc1ccc(F)cc1)Cc1ccccc1	4	0	2	nt	-13	1	-3	-7	-0.1	nt
CC(=O)c1cnn(-c2cc(Oc3cccc(C)c3)ncn2)c1C	-4	-7	-8	-10	-11	1	2	-2	-0.6	3
Cc1ccccc1OCc1nc2ccccc2c(=O)n1/N=C/c1cn[nH]c1-c1ccccc1	-3	-11	-3	-7	nt	1	10	-45	-0.5	-1
O=c1[nH]c(=O)n(C2CCCCCC2)c(O)c1C=NCCCN1CCOCC1	23	2	-4	-1	-2	5	-3	3	0.9	-6
CCn1c(CNC(=O)c2ccc(Cl)cc2)nnc1SCC(=O)NC1=NCCS1	21	-2	11	26	-21	-3	3	0	0.4	-1
COc1ccc(NS(=O)(=O)c2cccc(C(=O)NNC(=O)c3ccccc3O)c2)cc1	0	4	-2	nt	2	-5	2	10	3.7	nt
CCOC(=O)N1CCN(C(=O)CSc2ncccn2)CC1	4	3	-13	49	-4	7	-2	-13	0.2	-3
Cc1ccc(C(=O)NCCNC(=O)CN2CCCC2)cc1	0	0	3	26	-8	5	3	5	0.0	-4
CCOC(=O)/C(=N\Nc1ccccc1)c1csc(Nc2ccc(C)cc2)n1	-14	-9	-6	16	nt	-5	18	7	-0.9	2
COc1ccc2nc(SCC(N)=O)[nH]c2c1	-2	-4	-1	0	-18	0	-3	4	?	-3
COc1cc(Cl)ccc1OCc1cc(C(=O)N2CCN(C)C(=O)[C@@H]2C)no1	4	5	-4	nt	nt	1	0	nt	-0.2	nt
CSc1ccc(/C=N/NC(=O)CNc2cccc3ccccc23)cc1	4	4	-1	13	nt	2	1	-4	0.8	1
CC(C)SC1=NC(C)(C)C=C(/C=C/c2c(Cl)cccc2Cl)N1	-6	-1	-2	20	-2	nt	nt	-2	0.2	2
CCn1cc(Br)c(C(=O)Nc2ccc(F)c(Cl)c2)n1	20	2	9	-3	-32	2	-3	0	2.7	5
CC(C)(C)c1ccc(S(=O)(=O)NC(Cc2ccccc2)C(=O)O)cc1 (centres undefined)	-12	-4	-1	-4	-9	5	-9	-5	-0.7	5
Cc1cccc(OCC(=O)NCCCNC(=O)c2cccnc2)c1	0	8	-6	6	3	5	16	-7	-1.6	-1
COc1ccc(-n2c(COc3ccc4c(c3)OCO4)nnc2SCC(=O)O)cc1	-3	3	2	-21	2	-4	7	2	0.1	-2
Cc1cc(C)cc(OCCCC(=O)O)c1	-8	5	-2	-12	-18	0	16	13	0.4	0
COc1cccc2c(=S)c(CCC(C)=O)c(C)[nH]c12	4	5	1	8	-6	-3	-20	-3	1.7	1
COC(=O)c1ccccc1S(=O)(=O)N(CCCN1CCOCC1)Cc1cccs1	-11	5	-1	13	-12	-6	15	-6	-0.4	-2
C=CCOc1ccc(/C=C/C(=O)OCC(=O)NCCc2ccccc2)cc1	4	2	-6	nt	1	1	0	-15	1.2	nt
CCc1cc(CNC(=O)c2ccc(OC3CCN(C(C)=O)CC3)c(OC)c2)on1	10	6	6	34	12	-3	3	-3	3.8	-2
Cc1sc2nc(COC(=O)c3ccc(O)cc3)[nH]c(=O)c2c1C	-1	5	6	8	-11	-3	4	-7	0.1	1
CCOC1=C2[C@@H](CN(S(=O)(=O)c3ccc(C)cc3)[C@H]2c2cccc3ccccc23)[C@H]2C(=O)N(C3CCCCC3)C(=O)[C@H]2C1	0	nt	0	nt	nt	6	9	nt	-0.7	nt
CC(C)C(=O)Nc1ccc(C=C2C=Cc3ccccc32)cc1	-2	nt	-11	nt	nt	-6	-14	nt	-0.3	nt
O=c1c2ccccc2oc2cc(-c3ccc(CN4CCOCC4)cc3)ccc12	-8	16	-13	nt	-13	11	6	-23	-0.2	nt
CC(C)C[C@@H](N)c1nnc(SCC(=O)c2ccc(Cl)cc2)o1	-2	0	-2	24	-2	-5	-11	-13	-0.3	1
CCCNC(=O)c1sc2c(c1C(=O)Nc1ccccn1)CCCC2	0	0	-2	30	-21	2	3	-3	-0.4	-5
CC(=O)Nc1cc2c(cc1Cl)-c1ccc(F)cc1C2O (centres undefined)	-1	-3	-9	nt	-8	1	-3	nt	-0.5	nt
COc1ccc(N2C(=O)C(Cl)=C(Nc3ccccc3OC)C2=O)cc1	-2	-2	0	26	29	5	36*	6	0.0	1

Compound activity (PubChem BioAssay)
